High-throughput results: PubChem BioAssay, several laboratories
RTF Ca sens inh – cardiac RTF calcium sensitivity inhibitors, primary screen, biochemical, IANBD-TnC fluorescence, EC70 calcium; inhibition, % at 7.15 µM; IANBD-labeled cardiac RTF, Ca2+ fluorescence; actives 0.12% (n = 340,000);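 active = inhibition above the mean inhibition of all tested compounds plus 3 SD, cut at about 17% in these data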;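 also: assay run at fixed EC70 calcium of 1.6 mM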
V-ATPase pHluor – regulators of yeast V-ATPase proton pumping, primary screen, pHLuorin cytosolic pH fluorescence; S. cerevisiae; response, % at 10 µM; actives 0.37% (n = 350,000); AID 504577, 2011; in the data active = response mostly above about 7.3%, no sharp cut-off; inactive = mostly below about 5.4%; also: actives read high; inactives centre near 0; some compounds called inactive have numbers as strong as hits
Pemphigus Ab inh – inhibitors of pemphigus antibody binding to DSG3, primary screen, biochemical, bead-based, flow cytometry, scFv-GFP | Desmoglein-3 (Homo sapiens), P32926 | DSG3-coupled beads, scFv-anti-DSG3-GFP binding; stronger effect = lower value | binding (percent of control), % at 10 µM | actives 0.48% (n = 310,000) | AID 588358, 2011;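 active = binding more than 3 SD below its plate's average and above zero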;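 also: hits lower antibody fragment binding to DSG3; some compounds called inactive have numbers as strong as hits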
CAL PDZ FP-1 – CAL PDZ peptide-binding inhibitors, primary screen, biochemical, fluorescence polarization, Cer-tagged CAL PDZ, HTS. AID 504414, 2011. actives 0.02% (n = 330,000). purified CAL PDZ, TMR-peptide fluorescence polarization, 1 h. inhibition, % at 20 µM. Golgi-associated PDZ and coiled-coil motif-containing protein (Homo sapiens), Q9HD26;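 active = highest replicate inhibition of at least 40%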;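 also: plate controls were DMSO neutral control wells for no effect and unlabeled competitor peptide control wells for full effect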
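Test system: tagged CAL PDZ domain / Buffer or medium: sodium phosphate/NaCl buffer pH 7.4 with TCEP, IgG, Thesit / Reagent: TMR-labelled reporter peptide T*-PRC34 bound in PDZ groove / Compound dosing: single point, 20 µM / Schedule: 1 h incubation at room temperature before polarization reading / Technique: fluorescence polarization (mP) / Benchmarks: unlabelled peptide, DMSO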
Arr AP2 block – inhibitors of beta-arrestin/AP2 binding, primary screen, biochemical, GPCR trafficking, flow cytometry; FITC-arrestin peptide / GST-AP2 beads; AP2 beta2 appendage carries R879A mutation; inhibition, % at 10 µM; beta-arrestin 1 C-terminal peptide binding to AP2 beta2-adaptin appendage (human); actives 0.31% (n = 340,000);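 active = inhibition above a set limit, near 3 SD of compounds lacking own fluorescence, cut at about 54% in these data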;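 also: plate controls were DMSO wells for no effect and 5 µM unlabelled arrestin peptide for full effect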
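System: GST-AP2 R879A glutathione beads. Medium: PBS with 0.05% Tween 20 and 0.1% BSA. Also added: FITC-arrestin peptide, 50 nM. Incubation: 12 min plus 1 h, RT. Measured by: high-throughput flow cytometry of beads, ex 488, em 535 nm. Evaluation: percent drop in bead-associated FITC signal.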
NSD2 HMT inh – NSD2 histone methyltransferase inhibitors, primary screen, biochemical, AlphaScreen, single concentration, set 2; NSD2 peptide methylation, 120 min; AID 743445, 2014; inhibition, % at 12.5 µM; Histone-lysine N-methyltransferase NSD2 (Homo sapiens), O96028; actives 0.54% (n = 310,000); in the data active = inhibition above about 50%
DAGLB inh – DAGLB lipase inhibitors, primary screen, biochemical, fluorescence, HTS | inhibition, % at 5.17 µM | actives 0.059% (n = 340,000) | AID 504411, 2011 | HEK293T DAGLB membrane lysate, EnzChek fluorogenic substrate | Diacylglycerol lipase-beta (Homo sapiens), Q8NCG7; in the data active = inhibition above about 34%;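 also: 0% = enzyme with vehicle and 100% = wells lacking enzyme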
LANA DNA inh – inhibitors of KSHV C-LANA binding to DNA, primary screen, biochemical, fluorescence polarization, FAM-LBS DNA, MBP-C-LANA, single point; Kaposi's sarcoma herpesvirus LANA C-terminal domain (residues 932-1162) DNA binding; inhibition, % at 9 µM; actives 0.078% (n = 340,000);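 active = highest replicate inhibition at or above 60% at 9 µM, even if other replicates fall short; inactive = all replicates below 60% inhibition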;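 also: 0% = neutral control wells and 100% = 4 µM acridine orange control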
CAL PDZ FP-2 – untagged CAL PDZ binding inhibitors, primary screen, biochemical, fluorescence polarization, HTS | Golgi-associated PDZ and coiled-coil motif-containing protein (Homo sapiens), Q9HD26 | inhibition, % at 24.9 µM | AID 602252, 2012 | actives 0.92% (n = 300,000) | purified CAL PDZ, TMR-peptide fluorescence polarization, 1 h;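 active = mean inhibition of at least 30% with at least half of replicates also reaching 30%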;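 also: 0% = DMSO neutral control and 100% = excess unlabeled competitor peptide PRC23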
Keap1 Nrf2 FP – Keap1-Nrf2 protein-protein interaction inhibitors, primary screen, biochemical, fluorescence polarization, single point; inhibition, % at 9.4 µM; Keap1 Kelch-Nrf2 peptide fluorescence polarization, 1536-well; actives 0.15% (n = 340,000); Kelch-like ECH-associated protein 1 (Homo sapiens), Q14145; in the data active = inhibition above about 12%;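 also: human Keap1 Kelch domain with fluorescein labeled Nrf2 9mer peptide probe; 0% = neutral control wells and 100% = peptide positive control; higher means more block of Keap1 binding to Nrf2 peptide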
Target sequence (Q14145 whole entry, looked up, the tested form may be a part): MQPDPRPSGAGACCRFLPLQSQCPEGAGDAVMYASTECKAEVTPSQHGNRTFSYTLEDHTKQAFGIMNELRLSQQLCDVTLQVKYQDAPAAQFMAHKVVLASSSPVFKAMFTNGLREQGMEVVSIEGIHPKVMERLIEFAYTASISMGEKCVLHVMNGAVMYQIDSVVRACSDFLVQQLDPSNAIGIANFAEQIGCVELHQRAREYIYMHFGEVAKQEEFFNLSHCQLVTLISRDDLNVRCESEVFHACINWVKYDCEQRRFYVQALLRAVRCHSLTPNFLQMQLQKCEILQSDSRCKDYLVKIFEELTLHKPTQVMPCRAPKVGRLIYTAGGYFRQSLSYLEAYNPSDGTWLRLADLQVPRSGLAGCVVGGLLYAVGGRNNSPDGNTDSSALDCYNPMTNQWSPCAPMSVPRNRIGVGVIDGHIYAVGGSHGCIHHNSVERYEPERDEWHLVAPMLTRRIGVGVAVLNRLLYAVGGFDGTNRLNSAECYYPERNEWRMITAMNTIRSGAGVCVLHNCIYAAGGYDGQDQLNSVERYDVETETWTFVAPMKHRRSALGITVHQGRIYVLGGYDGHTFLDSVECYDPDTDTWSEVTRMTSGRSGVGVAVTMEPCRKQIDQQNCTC
Starred values were filed as active, the others as inactive; · = no result given. An excerpt; count on the stated rates, not on these rows.

RTF Ca sens inh	V-ATPase pHluor	Pemphigus Ab inh	CAL PDZ FP-1	Arr AP2 block	NSD2 HMT inh	DAGLB inh	LANA DNA inh	CAL PDZ FP-2	Keap1 Nrf2 FP	structure
2	-2	49*	-0.5	24	·	-2	0.1	-2	-1	O=c1c2cc(F)ccc2sn1-c1ccc(F)cc1
-3	-1	100	-4.0	-2	3	-3	1.4	-5	-6	O=C(CN1CC(=O)Oc2ccccc21)OCC(=O)c1ccc(F)cc1
·	2	103	-2.9	12	-2	·	-1.2	38*	0	C=Cn1c(C(=O)O)ccc1-c1ccc(OC)cc1
2	-3	109	·	12	1	4	-0.1	2	4	Cc1c(C(=O)NCc2cccnc2)oc2ccc(S(=O)(=O)N3CCCCCC3)cc12
-4	-2	118	-1.3	6	3	-1	0.5	-3	-4	COCC(=O)Nc1cc(C)cn(Cc2c(F)cccc2Cl)c1=O
-7	4	101	0.6	26	-1	-4	-0.5	-5	0	CCc1nc2oc3ccccc3c(=O)c2c(=O)n1Cc1ccccc1
7	2	·	0.1	31	-5	3	0.0	5	-1	Cc1cc(OCC(=O)NCc2cccnc2)ccc1[N+](=O)[O-]
-15	1	100	-2.0	4	-3	1	-0.2	7	-3	COc1ccc(-n2c(=S)[nH]c3cc(C(=O)N4CCN(c5ccccc5)CC4)ccc3c2=O)c(OC)c1
-3	2	115	0.8	12	3	-2	0.0	-1	0	CC(C)c1ccc(OCCCCCN2CCOCC2)cc1
2	0	92	·	-5	16	-1	0.6	2	2	COc1ccc2[nH]c3nc(SCC(=O)Nc4ccc5c(c4)OCO5)nnc3c2c1
-36	-2	112	-0.6	3	0	2	1.2	-2	-4	CC(C)C(=O)Nc1ncc2c(n1)CC(c1cccs1)CC2=O (configuration not stated)
3	-2	98	0.8	14	0	-1	-2.1	-5	-6	CCc1c(C)sc(NC(=S)Nc2cccnc2)c1C(=O)OC
-8	1	101	-3.0	-12	-10	0	0.6	-2	-2	CCOC(=O)C(CC)Sc1ccc2nnc(CCNS(=O)(=O)c3ccccc3)n2n1 (configuration not stated)
-3	4	110	0.8	-2	0	1	0.4	-4	5	C=CCN(c1ccccc1C(=O)NCC(=O)O)S(=O)(=O)c1ccc(C)cc1
-8	9	98	·	6	3	1	10	-3	3	C=CCn1c(=S)[nH]c2nc3c(cc2c1=O)COC(C)(C)C3
-8	-2	85	-1.7	-4	-4	1	1.3	-5	-6	CCOc1ccc(C(=O)NC(C(=O)NCc2cccnc2)C(C)C)cc1 (configuration not stated)
-8	0	100	1.7	12	·	1	0.4	-3	-5	O=C(O)C1CSC(c2ccncc2)N1 (configuration not stated)
-4	2	101	-0.6	-12	4	-5	1.2	·	1	C/C(=N\NC(=S)NC1CCCCC1)c1ccc(C)o1
0	-1	107	-1.2	-7	-2	-1	-0.1	·	2	COCCN(CCOC)S(=O)(=O)c1ccc(C(=O)Nc2ccc([N+](=O)[O-])cc2OC)cc1
3	1	104	-2.5	4	12	1	-0.4	-2	0	CCOC(=O)/C(=C\c1ccc(C)cc1)NC(=O)c1ccccc1
-6	4	99	-0.1	2	·	0	-0.5	0	-2	COC(=O)[C@@H]1[C@@H](C)OC(=O)N[C@H]1c1ccccc1
0	2	101	-0.2	27	·	-5	2.4	2	-2	CC(C)NC(=O)Nc1ccc2c(c1)C(=O)N([C@H](C)CO)C[C@H](C)[C@@H](CN(C)C(=O)NC1CCCCC1)O2
-6	-2	106	-2.2	-3	-1	0	2.2	8	-1	O=C(CCCCCN1C(=O)CCC1=O)Nc1ccc(Cl)c(C(F)(F)F)c1
-6	-4	97	-1.1	7	0	-1	1.4	5	-9	O=[N+]([O-])c1ccc(CCn2ccnc2)cc1
2	-2	102	-0.5	4	2	-2	-0.4	-4	1	O=C(CSc1ccc(S(=O)(=O)N2CCOCC2)cn1)Nc1ccc(OC(F)F)cc1
-6	4	·	-0.7	16	2	-9	-2.2	-2	0	O=[N+]([O-])c1ccc(CSc2nc3ccccc3o2)cc1
-1	-2	109	0.0	-6	-4	2	1.6	0	2	COCCn1c(SCC(=O)Nc2ccccc2OC)nnc1-c1ccco1
-4	3	94	-1.4	23	1	-2	0.2	-5	-1	NS(=O)(=O)c1ccc(NC(=O)CSc2nc3ccccc3c(=O)n2Cc2ccncc2)cc1
-5	-1	93	1.6	15	-1	-1	1.1	6	-4	Cc1ccc(Cl)cc1NC(=O)N(C)CCO
-3	3	99	-1.1	3	1	1	-1.4	·	1	O=C(CSc1nc2[nH]ncc2c(=O)[nH]1)Nc1ccc(Cl)cc1
3	1	97	-2.8	40	-2	-3	1.0	-2	0	COc1ccccc1NS(=O)(=O)c1cc(NC(=O)/C=C/c2cccs2)ccc1N1CCOCC1
6	1	119	-0.1	4	5	-1	-0.2	-5	-6	Cc1sc2ncnc(NCC(c3ccco3)N3CCCC3)c2c1C (configuration not stated)
-12	3	110	-2.3	9	-1	0	-1.5	-2	-1	Cc1cccc(C)c1NC(=O)c1c(-c2ccccc2)noc1C
-6	0	90	-0.9	-1	1	1	-0.2	·	-3	O=C1CCCC(=O)C1Sc1ccc(Cl)cc1
0	-3	95	1.0	-5	-9	-2	-13	-3	-2	COc1ccccc1C(=O)NC(=O)COC(=O)c1ccc(Cl)cc1[N+](=O)[O-]
7	-2	99	-1.2	38	-1	-1	0.8	-3	1	COc1cc2cc(C(=O)N/N=C/c3cccc(OC)c3OC)[nH]c2cc1OC
-9	-3	98	·	26	·	3	-2.6	-4	2	CCOc1ccc2nc(NC(=O)COC)sc2c1
2	·	102	-0.5	-4	0	-2	1.5	·	-3	CC1CCCCN1C(=O)CSc1nnc2ccccn12 (configuration not stated)
-21	0	106	-0.3	-1	-1	0	0.2	-2	0	Cc1cc(-c2ccc(N3C(=O)CCC3=O)c(C)c2)ccc1N1C(=O)CCC1=O
-6	-5	90	-2.6	2	-3	-1	-1.3	1	-4	CC(=O)N1CCCN(Cc2cn(-c3ccc(C)cc3)nc2-c2cccc(C)c2)CC1

The list goes on (seven carried over from the part before).
RTF Ca sens inh	V-ATPase pHluor	Pemphigus Ab inh	CAL PDZ FP-1	Arr AP2 block	NSD2 HMT inh	DAGLB inh	LANA DNA inh	CAL PDZ FP-2	Keap1 Nrf2 FP	structure
-6	0	90	-0.9	-1	1	1	-0.2	·	-3	O=C1CCCC(=O)C1Sc1ccc(Cl)cc1
0	-3	95	1.0	-5	-9	-2	-13	-3	-2	COc1ccccc1C(=O)NC(=O)COC(=O)c1ccc(Cl)cc1[N+](=O)[O-]
7	-2	99	-1.2	38	-1	-1	0.8	-3	1	COc1cc2cc(C(=O)N/N=C/c3cccc(OC)c3OC)[nH]c2cc1OC
-9	-3	98	·	26	·	3	-2.6	-4	2	CCOc1ccc2nc(NC(=O)COC)sc2c1
2	·	102	-0.5	-4	0	-2	1.5	·	-3	CC1CCCCN1C(=O)CSc1nnc2ccccn12 (configuration not stated)
-21	0	106	-0.3	-1	-1	0	0.2	-2	0	Cc1cc(-c2ccc(N3C(=O)CCC3=O)c(C)c2)ccc1N1C(=O)CCC1=O
-6	-5	90	-2.6	2	-3	-1	-1.3	1	-4	CC(=O)N1CCCN(Cc2cn(-c3ccc(C)cc3)nc2-c2cccc(C)c2)CC1
0	-1	104	-0.2	-14	20	-1	0.8	-6	-3	Cc1ccccc1C(=O)NC1CCCCCCC1
-1	-3	128	-0.3	-8	·	1	1.4	-4	-2	CCOc1cc(N)c(Cl)cc1C(=O)NCC1CN(Cc2ccc(F)cc2)CCO1 (configuration not stated)
-6	-2	94	0.0	2	-4	-1	0.1	·	2	CN(c1ncc(C(F)(F)F)cc1Cl)N1C(=O)c2cccc([N+](=O)[O-])c2C1=O
4	0	101	0.4	12	-1	-2	-1.3	·	-5	CC1=CC2(C)C(C3C(C)=CC2(C)C(=O)C3(C)O)C(C)(O)C1=O (configuration not stated)
0	-3	77	-0.7	101*	·	2	-0.6	·	-6	O=C(CSc1nc2c([nH]c3ccccc32)c(=O)n1-c1ccc(F)cc1)NCc1ccco1
-7	-2	107	-1.1	19	0	1	1.4	-4	-5	c1ccc2[nH]c(N3CCOCC3)nc2c1

4 entries from above, field by field.
CCOc1cc(N)c(Cl)cc1C(=O)NCC1CN(Cc2ccc(F)cc2)CCO1 (configuration not stated)
- RTF Ca sens inh: -1
- V-ATPase pHluor: -3
- Pemphigus Ab inh: 128
- CAL PDZ FP-1: -0.3
- Arr AP2 block: -8
- NSD2 HMT inh: ·
- DAGLB inh: 1
- LANA DNA inh: 1.4
- CAL PDZ FP-2: -4
- Keap1 Nrf2 FP: -2

CN(c1ncc(C(F)(F)F)cc1Cl)N1C(=O)c2cccc([N+](=O)[O-])c2C1=O
- RTF Ca sens inh: -6
- V-ATPase pHluor: -2
- Pemphigus Ab inh: 94
- CAL PDZ FP-1: 0.0
- Arr AP2 block: 2
- NSD2 HMT inh: -4
- DAGLB inh: -1
- LANA DNA inh: 0.1
- CAL PDZ FP-2: ·
- Keap1 Nrf2 FP: 2

CC1=CC2(C)C(C3C(C)=CC2(C)C(=O)C3(C)O)C(C)(O)C1=O (configuration not stated)
- RTF Ca sens inh: 4
- V-ATPase pHluor: 0
- Pemphigus Ab inh: 101
- CAL PDZ FP-1: 0.4
- Arr AP2 block: 12
- NSD2 HMT inh: -1
- DAGLB inh: -2
- LANA DNA inh: -1.3
- CAL PDZ FP-2: ·
- Keap1 Nrf2 FP: -5

O=C(CSc1nc2c([nH]c3ccccc32)c(=O)n1-c1ccc(F)cc1)NCc1ccco1
- RTF Ca sens inh: 0
- V-ATPase pHluor: -3
- Pemphigus Ab inh: 77
- CAL PDZ FP-1: -0.7
- Arr AP2 block: 101*
- NSD2 HMT inh: ·
- DAGLB inh: 2
- LANA DNA inh: -0.6
- CAL PDZ FP-2: ·
- Keap1 Nrf2 FP: -6
